# TIM10 inh: inhibits growth of TIM10 yeast strain | S. cerevisiae TIM10 strain growth, BacTiter-Glo luminescence, 24 h | inhibition, % at 10 µM | actives 1.4% (n = 330,000);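 active = inhibition of 40% or more at the single tested concentration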;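 also: wild-type TIM10 isogenic control strain grown at permissive 25 °C; 0% = DMSO yeast wells and 100% = minimal medium wells without yeast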
# mIAP act: increases mouse intestinal alkaline phosphatase activity; muIAP, CDP-Star luminescence, 30 min; hits give high values; 1 = vehicle-only enzyme signal, 0 = enzyme-free wells; activation factor at 10 µM; actives 0.24% (n = 330,000); AID 2805;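 active = activation factor of at least 2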; also: the source names both 10 and 20 µM as test concentration; values of inactives mirror those of a sister screen read the other way
#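 Assay system: mouse IAP enzyme; reagent: chemiluminescent substrate CDP-Star; dosing: test compounds delivered from DMSO solution; schedule: 30 min at room temperature; measured by: luminescence from enzymatic CDP-Star hydrolysis; controls: DMSO-only wells and no-enzyme negative control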
# NLRP3 yeast inh: NALP3 inhibition in yeast; Yeast reconstituted NLRP3/ASC/caspase-1, beta-gal luminescence, 24 h; actives 0.39% (n = 330,000); AID 2825; inhibition, % at 10 µM;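 active = inhibition of 50% or more; inactive = inhibition below 50%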;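 also: plate controls were induced DMSO wells for no effect and uninduced yeast grown without galactose for full effect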
# tim10-1 inh: tim10-1 yeast growth inhibition; actives 2.2% (n = 330,000); S. cerevisiae tim10-1 ts strain growth, BacTiter-Glo, 24 h; inhibition, % at 20 µM;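 active = inhibition of at least 40%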;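 also: mutant grown at 25 °C; 0% = DMSO wells with yeast and 100% = wells holding no yeast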
# hIAP block: blocks human intestinal alkaline phosphatase; P09923; purified IAP, CDP-Star luminescence, 30 min; inhibition, % at 10 µM; actives 0.12% (n = 330,000);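 active = inhibition reaching a set limit with compound at 10 µM in the primary screen, cut at about 35% in these data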;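 also: plate controls were DMSO wells with enzyme for no effect and no-enzyme buffer wells for full effect; values of inactives mirror those of a sister screen read the other way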
# Target sequence (P09923 whole entry, looked up): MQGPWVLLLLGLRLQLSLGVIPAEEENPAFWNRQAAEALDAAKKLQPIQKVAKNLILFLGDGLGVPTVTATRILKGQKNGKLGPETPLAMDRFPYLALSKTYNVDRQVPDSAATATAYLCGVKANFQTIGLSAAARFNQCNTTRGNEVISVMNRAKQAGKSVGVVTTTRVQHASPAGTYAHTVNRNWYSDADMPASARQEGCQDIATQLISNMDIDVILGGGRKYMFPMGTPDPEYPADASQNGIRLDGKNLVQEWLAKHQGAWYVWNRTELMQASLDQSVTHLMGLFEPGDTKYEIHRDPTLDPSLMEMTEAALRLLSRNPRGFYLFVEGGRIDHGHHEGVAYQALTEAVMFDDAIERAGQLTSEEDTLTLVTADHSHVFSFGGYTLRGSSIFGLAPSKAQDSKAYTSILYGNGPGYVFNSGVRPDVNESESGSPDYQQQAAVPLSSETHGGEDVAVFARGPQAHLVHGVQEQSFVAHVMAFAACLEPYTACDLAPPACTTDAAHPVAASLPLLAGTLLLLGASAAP
# mIAP block: mouse IAP inhibition; inhibition, % at 10 µM; actives 0.2% (n = 330,000); purified mouse IAP, CDP-Star luminescence, 30 min; AID 2806;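 active = inhibition of at least 40% at 10 µM in the primary screen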;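 also: plate controls were DMSO with enzyme for no effect and no enzyme wells for full effect; values of inactives mirror those of a sister screen read the other way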
# APOBEC3G inh: inhibitors of human APOBEC3G DNA deaminase; Q9HC16; recombinant A3G, ssDNA deamination FAM/TAMRA fluorescence; inhibition, % at 20 µM; actives 0.28% (n = 330,000); AID 493012;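 active = inhibition of at least 40% at 20 µM, with no more than 30% in the related APOBEC3A deaminase screen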;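 also: plate controls were DMSO wells with A3G for no effect and wells lacking A3G enzyme for full effect; some compounds called inactive have numbers as strong as hits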
# MIN6 prolif: MIN6 beta-cell proliferation induction. MIN6 cells proliferation, ATPlite luminescence, 48 h; cells starved in 0.2% serum; 100% = growth in 10% serum. proliferation, % at 10 µM. actives 0.29% (n = 330,000);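 active = compounds whose signal lies at least 3.5 SD above the mean of all wells on their plate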;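 also: 0% = DMSO-treated cells in low-serum medium and 100% = 10% serum control; some compounds called inactive have numbers as strong as hits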
# A3A deaminase: human APOBEC3A DNA deaminase inhibition | recombinant A3A, FAM/TAMRA ssDNA deamination fluorescence | AID 493011 | inhibition, % at 20 µM | actives 0.41% (n = 330,000);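 active = at least 40% inhibition at 20 µM here, with at most 30% in a related deaminase screen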;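 also: plate controls were A3A with DMSO for no effect and wells lacking A3A enzyme for full effect; some results filed as inactive read as strong as hits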
# Target sequence (P31941 whole entry, looked up): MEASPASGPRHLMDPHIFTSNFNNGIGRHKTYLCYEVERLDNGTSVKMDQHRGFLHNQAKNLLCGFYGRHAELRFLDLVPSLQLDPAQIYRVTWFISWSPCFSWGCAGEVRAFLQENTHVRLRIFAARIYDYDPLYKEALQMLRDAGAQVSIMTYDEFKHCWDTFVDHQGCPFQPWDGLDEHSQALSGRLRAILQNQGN
# Starred values were filed as active, the others as inactive.
Compound,MIN6 prolif,mIAP block,APOBEC3G inh,mIAP act,NLRP3 yeast inh,tim10-1 inh,hIAP block,TIM10 inh,A3A deaminase
CC1CCCN(S(=O)(=O)c2cccc(C(=O)NCC3CCCO3)c2)C1 (stereo not drawn),-1,6,-4,0.94,-1,3,12,-8,-3
Cc1ccc2oc(C(=O)N3CCC(O)(c4ccccc4)CC3)c(C)c2c1,3,-4,3,1,17,28,-14,9,-3
O=C(C1=C[C@H](c2coc3ccccc3c2=O)C[C@H](OCCCCO)O1)N1CCOCC1,-4,-9,-2,1.1,8,-10,-14,-4,1
C/C(Cn1nnc([N+](=O)[O-])n1)=N\NC(=O)c1ccccc1O,-3,-4,-4,1,-16,8,-2,3,1
COc1ccc(/C=C/C(=O)NCCc2c[nH]c3ccccc23)cc1OC,-3,-11,2,1.1,23,-35,-16,53*,-4
COc1ccc(Cn2c(=O)[nH]c3cc(C(=O)NCCCN4CCCC4=O)ccc3c2=O)cc1,-3,-2,-1,1,12,18,4,-4,0
COc1ccc(CNC(=O)C2CCN(S(=O)(=O)N3CCOCC3)CC2)cc1,-4,-10,-1,1.1,-9,18,-5,-7,1
COC(=O)c1ccccc1-c1cn(C)c2ccccc2c1=O,3,-15,6,1.2,15,20,6,-11,3
CCC(=O)Nc1ccc2nn(-c3ccc(F)cc3)nc2c1,-2,-4,-4,1,35,25,-32,13,-4
CC1(C)CC(=O)c2cc(C(=O)NC3CCSC3=O)c(=O)n(-c3ccc(Cl)cc3)c2C1 (stereo not drawn),-1,3,-1,0.96,2,6,2,-8,1
Cn1c2ccccc2c2cc(C(=O)O)ccc21,2,-13,-2,1.1,14,-5,-2,-21,-2
Cc1ccc(S(=O)(=O)N(CC(=O)N/N=C/c2cccc3c2OCCO3)c2ccccc2F)cc1,2,-6,-3,1.1,4,12,-40,4,-2
Cc1ccc(S(=O)(=O)N2CCOCC2)cc1NC(=O)CSc1nnc2n1CCCCC2,-4,-3,19,1,-2,7,-19,7,0
c1ccc(-c2nnc(-c3ccco3)o2)cc1,-1,-5,-4,1.1,16,-25,4,-10,-2
C[N+](C)(C)CC/C=C1/c2ccccc2CSc2ccccc21,1,-16,14,1.2,9,-10,-76,-7,27
COc1ccc(C(=O)Nc2ccc(N3CCN(C)CC3)cc2)cc1[N+](=O)[O-],-2,-1,-1,1,-7,4,4,-5,5
COc1ccc(/C=N/OCc2ccccc2C#N)c(OC)c1,1,-2,-4,1,28,-11,-7,-11,-1
C=CCn1c(=O)c2ccccc2n2c(SCc3csc(-c4ccccc4)n3)nnc12,-1,-19,-2,1.2,12,33,10,35,-1
Cc1cc(C)c2nc(N3CCC(C(=O)NCCCN4CC(C)CC(C)C4)CC3)sc2c1 (stereo not drawn),-6,-12,-6,1.1,6,14,2,22,0
CC(=O)Nc1ccccc1NS(=O)(=O)c1ccc(Cl)cc1,0,-2,-4,1,3,22,-8,2,-6
COc1cccc2cc(C(=O)Nc3ccc(F)cc3)c(=Nc3ccc(C(=O)O)cc3)oc12,-1,3,-11,0.97,20,-20,8,-10,0
Cc1cc(NC(=O)c2ccccc2-c2ccccc2)ccc1Br,0,9,-8,0.91,23,23,11,28,-4
O=C(COC(=O)COc1ccc(Br)cc1)Nc1ccc2c(c1)OCCO2,-1,2,-7,0.98,-1,-11,3,-3,-3
Cc1cccc2[nH]c(CN(C)C(=O)CC3C(=O)NCCN3CC(C)(C)C)nc12 (stereo not drawn),2,3,-7,0.97,2,-6,-7,1,-2
CCn1c(C)[n+](CC)c2ccc(C(=O)N(C)c3ccccc3)cc21,3,-4,19,1,20,18,9,9,71*

# Some of the entries above in another layout.
# Results follow in this order: MIN6 prolif | mIAP block | APOBEC3G inh | mIAP act | NLRP3 yeast inh | tim10-1 inh | hIAP block | TIM10 inh | A3A deaminase
- CC(=O)Nc1ccccc1NS(=O)(=O)c1ccc(Cl)cc1
 : 0 | -2 | -4 | 1 | 3 | 22 | -8 | 2 | -6
- COc1ccc(Cn2c(=O)[nH]c3cc(C(=O)NCCCN4CCCC4=O)ccc3c2=O)cc1
 : -3 | -2 | -1 | 1 | 12 | 18 | 4 | -4 | 0

# (next part)
Compound,MIN6 prolif,mIAP block,APOBEC3G inh,mIAP act,NLRP3 yeast inh,tim10-1 inh,hIAP block,TIM10 inh,A3A deaminase
CCn1c(CC(=O)Nc2ccccc2)nnc1SCC(=O)NC1CCCC1,0,2,-5,0.98,21,6,21,0,0
CSc1nnc(C2CCCN(CC(=O)Nc3ccccc3N3CCOCC3)C2)n1C(C)C (stereo not drawn),-1,6,-10,0.94,12,-4,3,7,-4
Cc1cccc(C)c1NC(=O)CN1N=NC2C(=O)N(c3cccc(Cl)c3)C(=O)C21 (stereo not drawn),0,10,-5,0.9,6,2,-4,13,-2
COc1ccc(Cn2c(O)c(C=Nc3ccc(OC)cc3)c3ccccc3c2=O)cc1,-2,9,-2,0.91,28,22,8,-1,3
O=C(CSC1=NCCS1)c1ccc(Cl)cc1,-1,26,-4,0.73,17,33,-2,29,3
Cc1cccc(C)c1OCc1cc(C(=O)N2CC3C[C@@H]4CC2C[C@H](C3)C4)no1,-5,4,-3,0.96,21,21,5,16,-4
COC(=O)c1sc(S(=O)(=O)N2CCCCC2C(=O)O)c(C(=O)OC)c1C (stereo not drawn),-1,0,-1,1,0,17,22,1,-3
COC(=O)Cc1ccc(NC(=S)NCCSc2ccc(Cl)cc2)cc1,-4,-78,-15,1.8,38,35,-15,44*,-7
O=C(NC1CCCCC1)C(c1ccco1)N(CCc1ccccc1)C(=O)C(F)(F)F (stereo not drawn),-4,0,-5,1,14,15,11,18,-1
COc1ccc(CCNC(=O)C2CCCCC2C(=O)O)cc1OC (stereo not drawn),-2,-5,-1,1,17,-4,3,2,7
CCOc1ccc(CNc2nc3ccccc3n2C)cc1,-1,-7,-3,1.1,20,14,-1,-3,-4
Cc1c(N2C(=O)CSC2c2ccc(F)cc2)c(=O)n(-c2ccccc2)n1C (stereo not drawn),-1,-4,-11,1,9,24,-15,12,-4
CCOC(=O)CC1(NC(=O)C2CCC(=O)N(CCc3ccc(OC)cc3)C2)CCCCC1 (stereo not drawn),-3,-2,-4,1,-9,8,-21,22,-4
CCn1c2ccccc2c2cc(C3C(C#N)=C(N)Oc4n[nH]c(COC)c43)ccc21 (stereo not drawn),-4,8,-8,0.92,-3,36,-4,22,-3
O=C(O)/C=C/S(=O)(=O)c1ccc2ccccc2c1,2,11,-7,0.89,8,14,-9,-8,0
Cc1ccc(-n2ncc3c(=O)n(CC#N)cnc32)cc1,-3,6,-3,0.94,-11,20,12,10,3
COc1cc(NC(=S)NC(=O)c2cccs2)ccc1NC(=O)C(C)C,0,-6,2,1.1,15,20,0,3,0
COc1cc(-n2c(=O)c3ccccc3n(Cc3ccccc3)c2=O)cc(OC)c1OC,1,0,-9,0.99,1,20,4,0,-6
CCCCN1C(=O)C(=O)NC[C@@H]1C(C)O (stereo partly drawn),-1,-4,-7,1,10,-29,23,3,-2
CCCCn1c(SCC(=O)N(C)C)nnc1-c1ccncc1,-1,-4,-5,1,7,6,-5,9,-1
Cc1cc(Cl)cc(Cl)c1CNc1c([N+](=O)[O-])c(=O)oc2ccccc12,0,6,-1,0.94,2,9,7,-3,0
O=S(=O)(N/N=C1\CCCc2ccccc21)c1ccccc1,2,3,-3,0.97,8,16,-3,18,-4
CSc1nnc(N2C(=O)C(O)=C(C(=O)c3ccco3)C2c2ccccc2)s1 (stereo not drawn),-4,5,-7,0.95,3,13,8,-7,-5
O=C(NC1CCN(Cc2ccccc2)CC1)c1ccccc1,8.2*,0,-9,1,17,-7,2,2,-2
COc1ccc(C(=O)NC(C)c2cc(OC)c(OC)cc2Br)cc1 (stereo not drawn),0,-7,-4,1.1,10,12,13,8,1

# Next compounds
Compound,MIN6 prolif,mIAP block,APOBEC3G inh,mIAP act,NLRP3 yeast inh,tim10-1 inh,hIAP block,TIM10 inh,A3A deaminase
CC1Nc2ccccc2C(=O)N1NS(C)(=O)=O (stereo not drawn),-1,6,-4,0.94,3,1,-9,3,1
CCN1CCN(C(=O)CCc2nc3ccccc3n2-c2ccccc2)CC1,0,5,-2,0.95,13,3,9,5,-1
COc1cccc(/C=C/C(=O)OCC(=O)Nc2cc(S(=O)(=O)N3CCOCC3)ccc2C)c1,-2,-2,-2,1,9,10,11,9,0
Cc1cc(NC(=O)CCC(=O)N(Cc2ccco2)C(C(=O)NC2CCCC2)c2ccccc2C)no1 (stereo not drawn),1,-12,0,1.1,11,9,-18,13,1
Cc1cccc(NC(=O)CSc2ccc3nnc(-c4cccnc4)n3n2)c1,-2,6,2,0.94,7,-1,-3,11,0
CC(C)n1nccc1N(Cc1ccc(C#N)cc1)S(=O)(=O)c1ccccc1,2,0,-6,0.99,13,25,5,10,-1
Nc1nonc1-n1nnc(C(=O)N/N=C/c2cc(Br)ccc2O)c1CNc1ccccc1,-7,12,-7,0.88,13,61*,8,48*,-4
COc1cccc(/C=N/n2nnc3c(cnn3-c3ccccc3)c2=O)c1,-4,-2,4,1,16,-9,-2,-4,2
COc1ccc(/C=N/NC(=O)c2nnn(-c3nonc3N)c2-c2cccs2)cc1OC,-3,6,-5,0.94,2,-12,-19,-18,-3
CCOC(=O)C1=C(N)Oc2c(oc(CO)cc2=O)C1c1ccc(Cl)cc1 (stereo not drawn),-2,5,-4,0.95,16,-5,-4,1,-2
N#CCC1c2ccccc2CCN1C(=O)Nc1cccc(Cl)c1 (stereo not drawn),-3,-10,-5,1.1,18,14,4,6,0
COc1cc(N=Nc2ccc3ccccc3c2)ccc1O,-5,32,3,0.68,34,41*,-4,4,6
Cc1ccc(-c2nnn(CC(=O)Nc3ccccc3N3CCOCC3)n2)cc1,-1,-14,1,1.1,23,10,5,13,1
Cc1[nH]nc2c1C(c1ccoc1)C(C#N)=C(N)O2 (stereo not drawn),-1,13,0,0.87,-7,5,4,5,1
Cn1c(N/N=C/c2cccs2)cc(=O)n(C)c1=O,-2,-6,-4,1.1,12,7,-9,-5,-1
CN(C)CCN(C(=O)C1CCN(S(=O)(=O)c2cccs2)CC1)c1nc2ccccc2s1,1,-3,-6,1,9,11,16,3,-2
O=C(NC1CCCN(Cc2ccc(Cl)cc2)C1)c1c(F)ccc(F)c1F (stereo not drawn),0,-1,-10,1,15,19,-6,6,-4
CS(=O)(=O)N1CCc2cc(C(=O)N3CCN(c4ccc(F)cc4)CC3)ccc21,-7,5,-3,0.95,5,16,-18,18,1
CCN1C(=O)C2C(C1=O)N1C(c3cccs3)C3C(=O)N(CC)C(=O)C3N1C2c1cccs1 (stereo not drawn),-3,4,-5,0.96,-2,-7,-11,-12,-1
CC(=O)c1ccc(NC(=O)CN2CCN(c3ncccn3)CC2)cc1,-1,1,-4,0.99,-7,17,9,9,0
O=C(NCCN1CCOCC1)c1ccc(S(=O)(=O)Nc2ccccc2)cc1,-5,0,-7,1,15,-7,-6,-10,-3
CCN(CC)CCNC(=O)C1(O)c2cc(Br)ccc2NC(=O)N1c1cccc(OC)c1 (stereo not drawn),-2,0,1,0.99,7,0,-4,10,1
Cc1ccc(NC(=O)C2CCCN2S(=O)(=O)c2ccc3c(c2)CCC(=O)N3)cc1Cl (stereo not drawn),-2,-6,0,1.1,4,5,2,6,2
COc1cccc(-c2cc(C(F)(F)F)c3c(N)c(C#N)sc3n2)c1,3,1,1,0.99,6,-5,12,-1,1
CCN1CCN(S(=O)(=O)c2ccc(Cl)c(C(=O)Nc3ccc(OC(F)F)cc3)c2)CC1,1,6,-3,0.94,7,-3,-10,3,-5
